MsrA inhibitor = bovine MsrA inhibition; purified bovine MsrA, absorbance read-out; inhibition, % at 15.5 µM; 360,000 compounds, 0.75% hits; AID 651718; in the data active = inhibition above about 4.5%;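 note: 0% = vehicle wells with enzyme and 100% = reference inhibitor wells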
FAS-TE inh = FAS thioesterase (human) inhibition; recombinant FAS-TE, OMFH fluorogenic substrate, fluorescence endpoint; inhibition, % at 15 µM; 360,000 compounds, 0.67% hits; AID 602261;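 active = compounds whose normalised, plate-corrected inhibition of enzyme fluorescence in the single-dose primary screen is 50% or more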;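 note: 0% = DMSO with enzyme and 100% = substrate without enzyme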
eLon inh = inhibits E. coli Lon protease | P0A9M0 | purified E. coli Lon protease, fluorescence polarization | inhibition, % at 7.94 µM | 360,000 compounds, 0.42% hits | AID 602123; in the data active = inhibition above about 13%, passing the limit was not always enough;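 note: 0% = enzyme with probe and DMSO and 100% = no enzyme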
Target sequence (P0A9M0 whole entry, looked up): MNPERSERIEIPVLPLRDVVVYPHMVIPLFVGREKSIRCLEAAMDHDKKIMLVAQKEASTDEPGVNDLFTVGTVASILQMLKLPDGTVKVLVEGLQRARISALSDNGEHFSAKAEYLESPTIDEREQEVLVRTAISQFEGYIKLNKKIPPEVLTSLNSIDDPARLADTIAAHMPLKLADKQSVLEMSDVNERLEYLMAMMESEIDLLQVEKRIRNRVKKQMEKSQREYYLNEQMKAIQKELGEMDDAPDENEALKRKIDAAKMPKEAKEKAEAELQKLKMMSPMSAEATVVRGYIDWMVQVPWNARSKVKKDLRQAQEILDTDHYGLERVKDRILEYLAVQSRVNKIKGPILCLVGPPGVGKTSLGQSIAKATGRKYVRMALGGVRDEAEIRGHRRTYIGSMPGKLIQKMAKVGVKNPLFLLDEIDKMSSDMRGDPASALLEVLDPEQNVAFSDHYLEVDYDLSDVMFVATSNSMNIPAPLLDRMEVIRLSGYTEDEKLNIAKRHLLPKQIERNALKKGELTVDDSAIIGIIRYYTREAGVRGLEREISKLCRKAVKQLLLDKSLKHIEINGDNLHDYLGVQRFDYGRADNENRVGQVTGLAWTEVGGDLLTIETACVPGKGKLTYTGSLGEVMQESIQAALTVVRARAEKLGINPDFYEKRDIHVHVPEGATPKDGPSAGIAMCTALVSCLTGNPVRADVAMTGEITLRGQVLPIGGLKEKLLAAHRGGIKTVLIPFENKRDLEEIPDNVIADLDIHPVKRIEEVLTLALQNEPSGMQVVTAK
MsrA act = activates bovine MsrA enzyme. purified bovine MsrA, absorbance read-out. activation, % at 10.6 µM. 360,000 compounds, 0.3% hits. AID 602163; in the data active = activation above about 7.5%;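 note: 0% = vehicle and 100% = reference activator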
CSN inh = CSN deneddylation inhibition. Q92905. Purified CSN, SCF-Nedd8-OG deneddylation, fluorescence polarization. inhibition, % at 12.5 µM. 360,000 compounds, 0.38% hits. AID 651999;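 active = pattern-corrected inhibition above about 35%, with an unprinted fluorescence ratio check between 0.5 and 1.5, limit read from the data, passing the limit was not always enough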;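 note: 0% = enzyme with substrate and 100% = substrate without enzyme; some results filed as inactive read as strong as hits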
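Test system: Human Csn5 produced in HEK293T cells | Compound: 12.5 µM single point | Times: 90 min, room temperature | Signal: Fluorescence polarization readout | Read-out basis: % inhibition of substrate cleavage by Csn5 | Controls: no-enzyme wells high, enzyme-with-substrate wells low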
Rin1 Abl inh = blocks binding of human Rin1 to Abl | TR-FRET Rin1/Abl binding, biochemical | inhibition, % at 7.35 µM | AID 588664 | 360,000 compounds, 0.4% hits | P00519+Q13671; in the data active = inhibition above about 5%, passing the limit was not always enough
MT1-MMP act inh = blocks activation of human MT1-MMP; P50281; HT1080 RFP-PRO-GFP cells, GFP/RFP ratio fluorescence, overnight; percent of plate control window, DMSO zero; GFP/RFP ratio change, % at 20 µM; 360,000 compounds, 0.061% hits; AID 651647;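 active = GFP/RFP ratio change of at least 30% with cell ATP level not reduced by more than half and red fluorescence within 50% of control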; note: strong numbers were not always called active
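Read-out: GFP/RFP fluorescence ratio; Test system: RFP-PRO-GFP reporter HT1080 cells; Compound dosing: single-point 20 µM compound, 1% DMSO; Times: overnight compound exposure at 37 °C.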
PABP1 MLLE inh = blocks PAM2 peptide binding to the PABP1 MLLE domain | GST-MLLE / FITC-PAM2 fluorescence polarization | P11940 | AID 588489 | inhibition, % at 20 µM | 360,000 compounds, 0.36% hits; in the data active = inhibition above about 35%, passing the limit was not always enough;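 note: plate controls were DMSO wells with GST-MLLE for no effect and wells lacking GST-MLLE protein for full effect; some results filed as inactive read as strong as hits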
Rpn11 inh = Rpn11 (human) deubiquitinase inhibition. O00487. AID 588493. calls only at 20 µM. 360,000 compounds, 0.59% hits. human 26S proteasome, Ub4-pepOG fluorescence polarization; 20S core pre-blocked with epoxomicin;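 active = inhibition at 20 µM, scaled to each plate's controls, above about 33%, limit read from the data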
Target sequence (O00487 whole entry, looked up): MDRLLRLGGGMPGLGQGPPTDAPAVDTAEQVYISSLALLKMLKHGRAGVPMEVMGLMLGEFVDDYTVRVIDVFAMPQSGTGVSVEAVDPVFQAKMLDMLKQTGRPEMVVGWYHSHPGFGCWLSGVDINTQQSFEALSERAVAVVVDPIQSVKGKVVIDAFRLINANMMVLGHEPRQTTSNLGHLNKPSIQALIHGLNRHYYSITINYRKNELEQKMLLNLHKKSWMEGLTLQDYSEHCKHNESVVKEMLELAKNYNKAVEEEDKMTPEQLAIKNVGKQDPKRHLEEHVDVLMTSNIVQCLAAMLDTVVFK
Numbers without * were called inactive; i = inactive; · = not tested or not shown.

SMILES | MsrA inhibitor | FAS-TE inh | eLon inh | MsrA act | CSN inh | Rin1 Abl inh | MT1-MMP act inh | PABP1 MLLE inh | Rpn11 inh
C=CCNC(=O)c1ccc(OC2CCN(S(=O)(=O)N(C)C)CC2)cc1 | -0.2 | -10 | -2 | -2 | 1 | 1 | 2 | 3 | i
O=C(CS(=O)(=O)c1ccc(F)cc1)NCc1ccccc1 | 0.5 | -7 | -11 | -3 | -2 | 1 | 3 | -3 | i
CCCN1C(=O)C2(SC(NC(C)=O)=NN2C(C)=O)c2cc(C)cc(C)c21 (configuration not stated) | 0.8 | -5 | 15 | -12 | 0 | 3 | -1 | -11 | i
CCOC(=O)c1cnc2ccc(C)cc2c1Nc1ccc(N2CCOCC2)cc1 | 0.1 | 8 | -6 | -7 | 2 | -4 | -12 | -9 | i
COc1ccc2oc(C(=O)N(C)CCOc3ccc(Cl)cc3)c(C)c2c1 | -1.7 | 27 | 6 | -2 | -2 | 0 | -1 | -8 | i
Cc1sc2nc(CN3CCOCC3)[nH]c(=O)c2c1-c1ccccc1 | 1.3 | -5 | -2 | -3 | 3 | -2 | 0 | 11 | i
O=C(CN1c2ccccc2Sc2ccccc21)NNC(=O)Nc1cccc(Cl)c1 | 0.5 | 11 | -4 | -5 | 6 | -5 | 3 | -3 | i
COc1ccc(C(=O)N/N=C/c2ccc(OC)c(CSc3ccccn3)c2)cc1 | 1.1 | 14 | -3 | -3 | -1 | 3 | 4 | 6 | i
COc1ccc(CCN=C(C)C2=C(O)C(c3ccccc3)OC2=O)cc1OC (configuration not stated) | -0.7 | 1 | -1 | -2 | 0 | -1 | 0 | -2 | i
CNCCC1Sc2ccccc2Oc2ccccc21 (configuration not stated) | 0.5 | -1 | 10 | 0 | -3 | -3 | -28 | 7 | i
COc1ccc(-n2c(C)cc(C(=O)COC(=O)c3cc(NC(=O)c4cccs4)c(OC)c(OC)c3)c2C)cc1 | -1.4 | 46 | -4 | -2 | -2 | 0 | 2 | 12 | i
COc1ccc(Cl)cc1NC(=S)N1CC(C)OC(C)C1 (configuration not stated) | -2.0 | -5 | -4 | -4 | 4 | -1 | -1 | -23 | i
O=C(Nc1ccc(Cl)cc1)C1CCCCN1S(=O)(=O)c1ccccc1 (configuration not stated) | 0.5 | 18 | -7 | -10 | -3 | 2 | 3 | -20 | i
O=C(NC1CCCCCC1)c1cccc(N2CCCC2=O)c1 | -0.3 | -7 | 5 | 0 | 7 | -1 | -1 | -3 | i
O=C(CSc1ncccn1)N1CCN(Cc2ccccc2)CC1 | -0.1 | -6 | 1 | 0 | 1 | 0 | 0 | 17 | i
S=C(Nc1ccccc1)Nc1nc2ccccc2n1CCOc1ccccc1 | 2.9 | 28 | 8 | -1 | -6 | 0 | 9 | 29 | i
CC(C)Cn1c(-c2cccs2)nc2ccccc21 | 1.3 | -1 | -1 | -2 | 6 | -5 | -5 | 4 | i
C=CCN1C(=O)C(O)(CC(=O)c2ccc(-n3cccc3)cc2)c2ccccc21 (configuration not stated) | · | 3 | -12 | -11 | -4 | 1 | 10 | -13 | i
CCOc1ccc(NC(=O)c2ccc(NC(=O)COC(=O)Cc3ccc(OC)cc3)cc2)cc1 | 0.8 | -8 | -5 | -5 | 6 | 8 | -9 | -25 | i
COc1ccc(-c2cc(-c3cccs3)nc(OC)c2C#N)cc1OC | 1.5 | 15 | -11 | -5 | -17 | 1 | -16 | 11 | i
O=C(CNC(=O)c1cccc(F)c1)N/N=C/c1cc(Br)ccc1OC(=O)/C=C/c1ccco1 | 0.4 | 46 | -5 | 3 | 15 | -3 | -3 | -4 | i
COc1ccc(NC(=O)CCNC(=O)C2CCN(S(=O)(=O)c3ccccc3)CC2)cc1OC | 3.6 | -6 | -11 | -5 | 1 | -3 | 0 | 6 | i
CCN1C2=NCCCN2c2ccccc21 | -0.7 | -6 | 4 | -3 | -1 | -1 | 2 | 2 | i
Cn1c(=O)c2cc(NC(=S)NC3CCCCC3)ccc2n1Cc1ccc(F)cc1 | -1.6 | 4 | -8 | 0 | -4 | -1 | 5 | -24 | i
COCC(C)NC(=O)CSc1nc2ccccc2n1CCc1ccccc1 (configuration not stated) | 0.1 | -9 | -6 | -13 | 4 | 5 | 4 | -19 | i
CC(C)(C)c1cc(OC(=O)c2ccccc2F)ccc1O | 0.5 | 19 | 3 | 0 | -14 | 7 | 1 | -5 | i
O=C(COC(=O)c1ccc(F)c(S(=O)(=O)N2CCOCC2)c1)c1ccc(Cl)cc1 | -0.2 | 27 | -3 | 1 | -4 | -1 | -4 | 0 | i
COc1ccccc1-c1ccc2c(c1)C(C)(Cc1ccc(Cl)cc1)C(=O)N2 (configuration not stated) | 0.3 | 2 | 0 | 0 | -3 | -5 | -4 | 4 | i
C=CCn1c(C)cc(C(=O)CSc2ccc(NC(C)=O)cc2)c1C | -0.5 | -11 | -9 | -4 | -6 | 0 | 6 | 14 | i
CNC(=O)C[C@@H]1C(=O)N(C2CCCCC2)CC1(C)C | 0.2 | -6 | 2 | -1 | 1 | -3 | 2 | 8 | i
COc1cc(C(=O)N[C@@H](C)C(=O)N2CCC3(CC2)NCCc2[nH]cnc23)cc(OC)c1OC | -0.6 | -1 | 3 | 2 | -1 | 3 | 4 | -5 | i
Cc1nn(CCCC(=O)Nc2ccc(Br)cc2F)c(C)c1[N+](=O)[O-] | 0.3 | 37 | 2 | -11 | 3 | 1 | 8 | -4 | i
CCOc1ccc(-c2n[nH]c(C)c2Oc2ccccc2OC)c(O)c1 | 0.9 | -35 | 1 | -6 | 2 | 2 | 7 | -9 | i
Cc1[nH]oc(=O)c1N=Nc1c(Cl)cccc1Cl | 4.1 | -8 | 1 | -7 | -10 | 3 | 4 | 25 | i
O=C1OCCN/C1=C\C(=O)c1ccccc1 | 1.5 | -3 | 7 | -4 | 36 | -2 | -1 | 4 | i
O=C(CSc1nnc(-c2ccccc2F)n1C1CC1)NC(=O)c1cccc([N+](=O)[O-])c1 | 0.3 | 0 | 7 | -4 | 7 | -1 | 6 | 9 | i
NC(=O)c1ccc(NC(=O)c2ccc3c(c2)OCO3)cc1 | -0.1 | -10 | 1 | -5 | 1 | -2 | 1 | -11 | i
CCOc1ccc(CN(C)CC(=O)Nc2cccc(C)c2)cc1OC | -1.3 | 4 | 3 | -3 | 1 | 3 | 2 | -10 | i
Nc1c(Cl)cc(NC(=O)c2ccccc2C(=O)O)cc1Br | 0.6 | -6 | 7 | -4 | 0 | -1 | 0 | 6 | i
Cc1cc(C)cc(Nc2nc3c(S(=O)(=O)c4ccccc4)nnn3c3ccccc23)c1 | -0.9 | 0 | -8 | -5 | -7 | -3 | 0 | 9 | i

Copied from the list.
Under MT1-MMP act inh, `Nc1c(Cl)cc(NC(=O)c2ccccc2C(=O)O)cc1Br` is entered as 0
Under PABP1 MLLE inh, `CNC(=O)C[C@@H]1C(=O)N(C2CCCCC2)CC1(C)C` is entered as 8

Part of the list above, with values under each structure.
Each structure is followed by: MsrA inhibitor	FAS-TE inh	eLon inh	MsrA act	CSN inh	Rin1 Abl inh	MT1-MMP act inh	PABP1 MLLE inh	Rpn11 inh
CCOc1ccc(CN(C)CC(=O)Nc2cccc(C)c2)cc1OC
→ -1.3	4	3	-3	1	3	2	-10	i
COc1ccc(NC(=O)CCNC(=O)C2CCN(S(=O)(=O)c3ccccc3)CC2)cc1OC
→ 3.6	-6	-11	-5	1	-3	0	6	i
Cc1cc(C)cc(Nc2nc3c(S(=O)(=O)c4ccccc4)nnn3c3ccccc23)c1
→ -0.9	0	-8	-5	-7	-3	0	9	i
CCOc1ccc(-c2n[nH]c(C)c2Oc2ccccc2OC)c(O)c1
→ 0.9	-35	1	-6	2	2	7	-9	i

Carrying on:
SMILES | MsrA inhibitor | FAS-TE inh | eLon inh | MsrA act | CSN inh | Rin1 Abl inh | MT1-MMP act inh | PABP1 MLLE inh | Rpn11 inh
Cc1ccc(/C=C/C(=O)OCC(=O)Nc2cccc(S(=O)(=O)N(C)C)c2)o1 | 3.1 | 6 | -2 | -5 | -7 | 1 | 3 | 12 | i
CC(C)C[C@H]1CN=C(N(C)C)N1CCCCc1ccccc1 | -0.3 | -16 | 3 | -3 | -5 | 1 | 0 | -12 | i
COCCN1CN(S(=O)(=O)c2cccc(Cl)c2)c2nc3ccccc3nc21 | 3.0 | 8 | 3 | -2 | -3 | 1 | -1 | 8 | i
CC(=O)NCCc1c[nH]c2ccc(O)cc12 | 2.0 | 0 | 2 | 3 | -4 | -3 | 7 | 4 | i
Nc1ncnc(Nc2ccc(S(N)(=O)=O)cc2)n1 | -0.2 | -5 | 0 | 3 | 5 | 1 | 2 | 16 | i
CSc1nc(-c2ccco2)nn1S(=O)(=O)c1ccc(C)cc1 | -0.8 | 6 | 0 | -2 | 1 | -1 | 0 | 35 | i
C=CCn1c(=O)[nH]c2nc3cc(N=CN(C)C)c(C)cc3nc2c1=O | 0.9 | -87 | 158* | -3 | -7 | -8 | -93 | 94 | i
COCc1cccc(NC(=O)CCc2ccccc2)c1 | 2.0 | -1 | -6 | -4 | -13 | 0 | 4 | 4 | i
COC(=O)c1cc(S(=O)(=O)NC2CCC(C)CC2)cn1C (configuration not stated) | -1.1 | 1 | 3 | -2 | 0 | 0 | 2 | -4 | i
COc1ccccc1CN1[C@@H](CC(C)=O)c2cc(C(F)(F)F)ccc2S1(=O)=O | -0.3 | 10 | -6 | -2 | 0 | 2 | 0 | 2 | i
COc1ccc(C(=O)CSc2nnc(-c3ccc(S(=O)(=O)N4CCOCC4)cc3)o2)cc1 | 0.1 | -6 | 1 | -1 | -3 | -2 | 3 | 5 | i
CCOC(=O)C1(CCOc2ccccc2)CCN(Cc2cccn2-c2ncccn2)CC1 | -0.3 | 0 | 0 | 2 | -2 | -1 | -3 | 9 | i
CCCCN(Cc1ccco1)C(=O)Cn1ncc2c(=O)oc3ccc(C)cc3c21 | 0.7 | -4 | 2 | -2 | -1 | -1 | 0 | 2 | i
COc1cc2sc3ccc(C#Cc4ccc(N)cc4)cc3c(=O)c2cc1OC | 3.0 | 20 | -11 | -3 | -3 | -2 | 7 | -8 | i
CCS(=O)(=O)NC(C)C(c1cccs1)N1CCN(C)CC1 (configuration not stated) | 0.4 | -6 | 2 | -2 | 5 | 2 | 0 | 6 | i
O=C(O)c1ccc2c(=O)[nH]c(CN3CCOCC3)nc2c1 | -0.3 | -5 | 3 | 2 | -1 | -1 | 6 | -6 | i
Cc1nn(C)cc1CNC(=O)c1cnn2c(C(F)F)cc(C3CC3)nc12 | 1.2 | -4 | -8 | 0 | 1 | -2 | -6 | 13 | i
CC(C)NC(=O)Nc1ccc2c(c1)C(=O)N([C@H](C)CO)C[C@@H](C)[C@@H](CN(C)C(=O)NC1CCCCC1)O2 | 0.1 | -1 | -9 | -2 | -3 | 2 | 0 | 0 | i
COc1cc(C(C)=O)ccc1OCC(=O)N1CCC(Cc2ccccc2)CC1 | -0.1 | 24 | 3 | -2 | 1 | 1 | -1 | 10 | i
CC(C)c1ccc(O)c(NC(=O)c2ncn[nH]2)c1 | 1.0 | -19 | -4 | -5 | -4 | -8 | 4 | -4 | i
Cc1nnc(SCc2nnc(-c3cccs3)o2)n1C | -0.5 | -2 | -11 | -2 | 2 | 3 | 2 | -14 | i
Cc1cc(OCc2cc(C(=O)N(C)CC3CCOCC3)no2)cc(C)c1Cl | 1.9 | 10 | 0 | -6 | -1 | -2 | 5 | 9 | i
CN1/C(=C\C=C(/C#N)C(=O)Nc2ccc(Cl)cc2)C(C)(C)c2ccccc21 | 0.0 | -30 | -88 | -4 | 24 | -4 | -171 | -38 | i

Random draw from the library; overall some 3.7% were active at least once.
